Screening results: PubChem, several laboratories
Cardiac RTF inh: cardiac RTF calcium desensitization; P19429+P45379; inhibition, % at 7.15 µM; IANBD-labeled cardiac RTF, Ca2+ fluorescence; AID 493244; hit rate 0.12% among 340,000;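 active = inhibition above the mean inhibition of all tested compounds plus 3 SD, cut at about 17% in these data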;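 also: assay run at fixed EC70 calcium of 1.6 mM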
Keap1 Nrf2 FP: Keap1-Nrf2 (human) interaction inhibition; Q14145; Keap1 Kelch-Nrf2 peptide fluorescence polarization, 1536-well; inhibition, % at 9.4 µM; hit rate 0.15% among 340,000; AID 504523; in the data active = inhibition above about 12%;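 also: human Keap1 Kelch domain with fluorescein labeled Nrf2 9mer peptide probe; 0% = neutral control wells and 100% = peptide positive control; higher means more block of Keap1 binding to Nrf2 peptide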
Target sequence (Q14145 whole entry, looked up, the tested form may be a part): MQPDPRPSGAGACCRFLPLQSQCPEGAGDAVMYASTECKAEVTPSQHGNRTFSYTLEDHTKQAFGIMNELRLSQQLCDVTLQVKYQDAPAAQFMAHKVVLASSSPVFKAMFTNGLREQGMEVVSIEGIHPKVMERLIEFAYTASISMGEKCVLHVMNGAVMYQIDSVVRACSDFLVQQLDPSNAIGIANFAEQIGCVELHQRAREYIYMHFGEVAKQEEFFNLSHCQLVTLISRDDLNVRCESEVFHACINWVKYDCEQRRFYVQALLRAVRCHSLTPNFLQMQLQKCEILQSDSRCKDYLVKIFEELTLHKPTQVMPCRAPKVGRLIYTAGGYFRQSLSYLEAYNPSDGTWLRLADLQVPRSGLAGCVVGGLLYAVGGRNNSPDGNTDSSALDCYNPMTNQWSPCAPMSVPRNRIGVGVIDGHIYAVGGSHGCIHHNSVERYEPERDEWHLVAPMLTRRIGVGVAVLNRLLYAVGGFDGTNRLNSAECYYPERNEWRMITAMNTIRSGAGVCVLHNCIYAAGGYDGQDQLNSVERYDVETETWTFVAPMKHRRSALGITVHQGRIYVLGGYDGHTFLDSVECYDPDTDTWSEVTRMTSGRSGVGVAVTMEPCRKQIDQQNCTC
OPRM1-OPRD1 inv: inverse agonists of human mu-delta opioid receptor heterodimerization; P35372+P41143; cell-based MOR-DOR heterodimer luminescence, inverse agonism; inhibition, % at 9.3 µM; hit rate 0.21% among 340,000; AID 504357; in the data active = inhibition above about 22%, passing the limit was not always enough;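 also: 0% = cells with DMSO and 100% = wells without cells with DMSO; values of inactives mirror those of a sister screen read the other way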
LANA DNA inh: KSHV C-LANA DNA binding inhibition; MBP-C-LANA/FAM-LBS DNA binding, fluorescence polarization; inhibition, % at 9 µM; hit rate 0.078% among 340,000; AID 504423;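 active = highest replicate inhibition at or above 60% at 9 µM, even if other replicates fall short; inactive = all replicates below 60% inhibition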;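 also: 0% = neutral control wells and 100% = 4 µM acridine orange control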
CAL-PDZ inh HTS: CAL PDZ (human) peptide binding inhibition; hit rate 0.92% among 300,000; purified CAL PDZ, TMR-peptide fluorescence polarization, 1 h; inhibition, % at 24.9 µM;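 active = mean inhibition of at least 30% with at least half of replicates also reaching 30%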;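 also: 0% = DMSO neutral control and 100% = excess unlabeled competitor peptide PRC23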
HTR5A ag ctr: activates human HTR5A in OPRM1-OPRD1 agonist counter-screen | P47898 | HTR5A agonist assay, luminescence, cell-based | activation, % at 9.3 µM | AID 504692 | hit rate 0.61% among 340,000; in the data active = activation mostly above about 9.5%, no sharp cut-off; inactive = mostly below about 7.6%;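 also: 0% = cells with vehicle only and 100% = reference agonist; strong numbers were not always called active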
Target sequence (P47898 whole entry, looked up): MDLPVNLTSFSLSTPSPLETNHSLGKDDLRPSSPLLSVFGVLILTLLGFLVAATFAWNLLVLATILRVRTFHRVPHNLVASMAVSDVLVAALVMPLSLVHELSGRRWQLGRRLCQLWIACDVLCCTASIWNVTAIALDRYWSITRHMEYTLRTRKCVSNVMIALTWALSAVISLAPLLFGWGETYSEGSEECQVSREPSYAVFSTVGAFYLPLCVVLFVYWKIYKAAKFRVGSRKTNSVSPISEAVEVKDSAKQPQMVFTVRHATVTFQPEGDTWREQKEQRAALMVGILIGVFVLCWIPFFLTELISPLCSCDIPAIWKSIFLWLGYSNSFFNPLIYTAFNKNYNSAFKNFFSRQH
V-ATPase pH: regulators of yeast V-ATPase proton transport | S. cerevisiae, pHLuorin cytosolic pH fluorescence | hit rate 0.37% among 350,000 | response, % at 10 µM; in the data active = response mostly above about 7.3%, no sharp cut-off; inactive = mostly below about 5.4%; also: actives read high; inactives centre near 0; some compounds called inactive have numbers as strong as hits; reference of the scale not given here
HTR5A inv ctr: counter-screen for OPRM1-OPRD1 inverse agonists: human HTR5A inverse agonism; inhibition, % at 9.3 µM; hit rate 0.083% among 340,000; P47898; HTR5A cell line, luminescence; in the data active = inhibition mostly above about 23%, no sharp cut-off; inactive = mostly below about 18%;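 also: 0% = cells with DMSO and 100% = no-cell wells with DMSO; some compounds called inactive have numbers as strong as hits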
OPRM1-OPRD1 ag: OPRM1-OPRD1 heterodimerization agonism. P35372+P41143. cells, luminescence. activation, % at 9.3 µM. hit rate 0.3% among 340,000. AID 504326; in the data active = activation above about 18%;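 also: 0% = vehicle-treated cells and 100% = reference agonist; values of inactives mirror those of a sister screen read the other way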
RTF Ca sens act: increases calcium sensitivity of human cardiac regulated thin filaments. P19429+P45379. IANBD-labeled TnC RTF fluorescence at EC20 calcium; 0% EC20 calcium, 100% full calcium. activation, % at 7.2 µM. hit rate 0.24% among 340,000. AID 493008;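 active = activation above the mean over all tested compounds plus 3 SD, cut at about 30% in these data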;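 also: rise in fluorescence read as greater calcium sensitivity of cardiac thin filaments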
The depositor's hits bear a star; / = not tested or not shown.

SMILES | Cardiac RTF inh | Keap1 Nrf2 FP | OPRM1-OPRD1 inv | LANA DNA inh | CAL-PDZ inh HTS | HTR5A ag ctr | V-ATPase pH | HTR5A inv ctr | OPRM1-OPRD1 ag | RTF Ca sens act
CC1CCN(C(=O)COc2ccc(Nc3ccccc3)cc2)CC1 | 10 | 0 | 7 | 0.9 | 2 | 2 | 0 | -5 | -1.4 | -6
CC1=C(C(=O)OC(C)C)C(c2cccs2)n2ncnc2N1 (configuration not stated) | -6 | -3 | -2 | -2.2 | -4 | 4 | -1 | -20 | 0.3 | 1
Cc1ccc(-c2n[nH]c(=S)n2C)cc1 | -3 | 1 | 6 | 0.7 | -4 | 2 | -2 | -4 | -1.1 | 2
O=C(O)CCCNS(=O)(=O)Cc1ccccc1 | -3 | 2 | 9 | -0.4 | -6 | 0 | 0 | 1 | -1.8 | -5
O=C(CSc1c(Cl)cccc1Cl)NC1CCCc2ccccc21 (configuration not stated) | -13 | -7 | -16 | -1.7 | -3 | 2 | 2 | -14 | 3.0 | -1
Cc1cccc(C)c1NC(=O)CNC(=O)c1ccncc1 | -4 | 0 | -21 | 0.3 | -16 | 4 | 8.3* | -7 | 3.8 | -4
Cc1oc2ccc(OCc3ccc(Cl)cc3)cc2c1C(=O)O | -5 | -2 | 1 | 0.1 | 10 | 0 | -1 | 26 | -0.2 | 8
O=C(Nc1c[nH]c(=O)[nH]c1=O)c1ccc2c(c1)C(=O)N(c1cccc([N+](=O)[O-])c1)C2=O | -12 | -2 | 2 | -1.6 | -3 | 5 | 4 | 2 | -0.4 | 5
CCc1nc(NCC(C)C)c(C#N)c2c1COC(C)(C)C2 | -8 | -3 | 6 | -2.9 | -1 | 2 | 2 | -14 | -1.1 | 5
CCCCNC(=O)[C@@H]1CCCN1S(=O)(=O)c1cccc2cccnc12 | -7 | 5 | 14 | 2.1 | -2 | 3 | 0 | -4 | -2.5 | -3
Cc1onc(-c2c(Cl)cccc2Cl)c1C(=O)N1CCN(c2ccccc2)CC1 | -5 | -3 | -4 | -0.8 | 2 | 1 | -2 | 24 | 0.5 | 1
C=C1CCC[C@]2(C)C[C@H]3OC(=O)C(CNCCN(CC)CC)[C@H]3CC12 (some centres not stated) | -8 | 3 | 1 | 0.4 | 8 | 6 | 0 | -24 | -0.2 | 4
CCCc1cc(=O)oc2c(C)c(O[C@@H]3O[C@H](CO)[C@@H](O)[C@H](O)[C@H]3O)ccc12 | -6 | -1 | 2 | -0.7 | -4 | -3 | -2 | 11 | -0.3 | 3
COc1ccc(NS(=O)(=O)c2ccc(N3CCOCC3)c(NC(=O)/C=C/C(=O)O)c2)cc1 | -13 | -3 | 13 | -0.7 | -4 | 4 | 0 | -9 | -3.6 | 0
C[N+]1(CC(=O)OCCCc2ccccc2)CCOCC1 | -1 | 1 | 5 | -1.2 | -6 | -3 | -2 | 6 | -0.8 | 2
O=C(CSc1cccc[n+]1[O-])NC(=O)c1ccc(OC(F)F)cc1 | -2 | -3 | 4 | -0.9 | 4 | -2 | 2 | 7 | -0.8 | 1
CCOc1cccc(-c2cc(C(=O)N3N=C(C)CC3(O)C(F)F)c3ccccc3n2)c1 (configuration not stated) | -8 | -2 | -13 | -0.3 | -2 | -4 | -1 | 10 | 2.6 | -1
COc1ccccc1NC(=O)c1cc(Sc2nncn2C)nc2ccccc12 | -18 | 1 | 12 | -0.3 | -2 | 1 | -2 | -2 | -2.1 | -8
O=C(c1n[nH]c2c1CCC2)N1CCCC(Nc2cccc(F)c2)C1 (configuration not stated) | -12 | -3 | -5 | -3.7 | -4 | -1 | 2 | 21 | 1.0 | -3
O=C(CSc1ncccn1)n1c2c(c3ccccc31)CCCC2 | -3 | -4 | 0 | 0.6 | -4 | -3 | -1 | 9 | 0.0 | -2
COc1ccc(-c2cc(-c3nnc(COC(=O)c4ccc(O)cc4)o3)c3ccccc3n2)cc1OC | / | 2 | / | -0.7 | 5 | / | -2 | / | / | /
NCCNC(=O)c1c(NC(=O)c2ccccc2)sc2c1CCCC2 | -4 | -5 | -15 | -1.5 | / | 2 | -2 | -24 | 2.9 | 3
CCOC(=O)C1=C(COC(=O)/C=C/c2cccc(OC)c2OC)NC(=O)NC1C (configuration not stated) | -12 | -2 | -10 | -1.0 | 0 | 0 | 8 | -7 | 1.8 | -5
Cc1ccc(N(C(=O)Cn2nnc(-c3ccc(F)cc3)n2)C(C(=O)NC(C)(C)C)c2ccncc2)cc1 (configuration not stated) | 3 | -3 | -8 | 0.1 | -3 | -2 | 5 | 5 | 1.1 | -7
CC(C)c1cc(C(=O)O)c2cnn(C(C)C)c2n1 | 2 | 6 | 3 | 2.0 | -10 | 2 | 1 | -5 | -0.6 | 2

(listing goes on)
SMILES | Cardiac RTF inh | Keap1 Nrf2 FP | OPRM1-OPRD1 inv | LANA DNA inh | CAL-PDZ inh HTS | HTR5A ag ctr | V-ATPase pH | HTR5A inv ctr | OPRM1-OPRD1 ag | RTF Ca sens act
CCN(CC)C(=O)N1CCN(S(=O)(=O)c2ccc(C)cc2)CC1 | -4 | -2 | 6 | -1.0 | -3 | 5 | 2 | -34 | -1.1 | 4
Cn1nc(C(F)(F)F)c(C(=O)Nc2ccc(C(F)(F)F)cc2)c1Cl | 1 | -2 | -13 | 7.4 | -4 | 2 | 9 | -5 | 2.6 | -2
N#CC1=C(N)N(c2ccccc2)C(c2ccco2)C1(C#N)C#N (configuration not stated) | 8 | -2 | 1 | -2.2 | 0 | 6 | -1 | 0 | -0.1 | -1
CC1CC(C)CN(c2ccc(C(=O)NCc3ccc4c(c3)OCO4)cc2[N+](=O)[O-])C1 (configuration not stated) | 9 | 1 | 4 | -0.3 | -3 | 2 | 7 | -12 | -0.7 | -2
CCOC(=O)c1cnc2cc(-c3ccc(Cl)cc3)nn2c1N | -6 | -2 | -8 | 0.5 | -3 | 5 | -2 | 15 | 1.3 | 2
COC(=O)c1ccc(-c2nc3ccc(C)cc3o2)cc1 | -19 | -5 | 6 | -3.3 | -2 | 0 | -25 | -13 | -1.1 | 0
CC(=O)c1ccc(N2CCN(S(=O)(=O)c3c(C(=O)N4CCCC4)c(C)n(C)c3C)CC2)cc1 | -1 | 0 | 17 | 1.9 | 80* | -3 | 5 | -6 | -3.3 | -10
Oc1[nH]c2ccccc2c1/C=N/c1nccs1 | -12 | -3 | 18 | 0.8 | -3 | -2 | 2 | -24 | -3.9 | -2
O=C(CSc1ccc([N+](=O)[O-])cc1)Nc1cccc(S(=O)(=O)Nc2ccccc2F)c1 | 1 | -5 | -8 | -0.6 | -12 | -3 | 0 | 17 | 1.6 | -4
CCc1nnc(NC(=O)OCc2ccccc2)s1 | 17* | -5 | 5 | -1.1 | -2 | -3 | -3 | 16 | -0.9 | 2
CC(Oc1ccc(Cl)cc1Cl)C(=O)Nc1ccc(OCC(=O)O)cc1 (configuration not stated) | 4 | 0 | 21 | 2.2 | -1 | 4 | -1 | -37 | -4.0 | 4
C=CCNC(=O)/C(C#N)=C/c1c(N2CC(C)OC(C)C2)nc2ccccn2c1=O (configuration not stated) | -9 | -1 | 17 | 1.5 | -1 | -2 | 2 | 17 | -3.1 | 6
Cc1nnc(NC(=O)c2ccc(S(=O)(=O)N3CC(C)OC(C)C3)cc2)o1 (configuration not stated) | 2 | 4 | 10 | -1.6 | -3 | 0 | 2 | -8 | -1.9 | -5
Oc1ccc(/C=N/N2CCCCC2)c(O)c1O | -8 | -8 | -9 | 4.7 | 1 | 0 | 3 | -2 | 2.1 | 1
O=C(O)c1nccnc1C(=O)Nc1ccccc1N1CCOCC1 | -6 | -4 | -12 | -0.4 | -2 | 1 | 4 | -4 | 2.4 | 7
O=C(CN1CCOCC1)Nc1ccc(NC(=O)c2ccccc2F)cc1 | 6 | -3 | 11 | -2.0 | -2 | 0 | 5 | -6 | -1.6 | 3
COc1ccc2nc(C)cc(SCC(=O)NNC(=O)COc3ccccc3)c2c1 | 4 | -2 | 6 | 1.3 | 2 | 2 | 3 | 2 | -1.3 | -2
O=C(NC1=NCCS1)c1cccc(Br)c1 | 3 | -1 | 6 | -1.4 | / | 8 | 0 | -10 | -1.3 | 9
O=C1/C(=C/c2cccnc2)SC(=S)N1c1ccc(O)cc1 | 3 | -1 | -17 | -1.0 | -1 | 1 | -1 | -3 | 3.1 | -3
C=CCSc1nc(N)c2c(C)c(C)sc2n1 | 0 | -5 | -3 | -3.2 | 0 | 1 | -3 | -13 | 0.5 | -7
O=C(c1cncc(Br)c1)N1CCN(c2ccc(N3CCOCC3)nn2)CC1 | -8 | 1 | 14 | 0.2 | / | 2 | 0 | -6 | -2.5 | 5
Cn1c(CCN2CCOCC2)nc2cc(NC(=O)COc3ccc(Cl)cc3)ccc21 | 0 | 0 | 12 | 0.9 | -10 | 0 | -7 | -1 | -2.1 | -1
COc1ccc(/C=C(\NC(=O)c2ccc([N+](=O)[O-])cc2)C(=O)NCCCn2ccnc2)cc1 | 3 | -5 | 4 | 0.1 | -5 | -3 | -2 | -25 | -0.6 | -3
O=C(CN1C(=O)NC2(CCCC2)C1=O)Nc1ccccc1N1CCCCC1 | 5 | 0 | 4 | -9.1 | -2 | 0 | 3 | -2 | -0.6 | 1
C=C1c2cccc(C(F)(F)F)c2O[C@H](C(=O)OCC)[C@H]1OC | -1 | -2 | 11 | -0.3 | -4 | 1 | 3 | -3 | -2.3 | 0

Further compounds
SMILES | Cardiac RTF inh | Keap1 Nrf2 FP | OPRM1-OPRD1 inv | LANA DNA inh | CAL-PDZ inh HTS | HTR5A ag ctr | V-ATPase pH | HTR5A inv ctr | OPRM1-OPRD1 ag | RTF Ca sens act
O=C(O)C1C2C=CC(C2)C1C(=O)NCc1ccccc1F (configuration not stated) | 2 | 1 | 17 | 0.5 | 1 | 1 | -1 | -3 | -3.8 | -4
Cc1cc(-c2nnc(SCC(=O)Nc3ccc(S(N)(=O)=O)cc3)n2N)n[nH]1 | 1 | -4 | 12 | -1.3 | 3 | 2 | -4 | -14 | -2.4 | -6
CSc1ncccc1C(=O)OCC(=O)N(C)C1CCS(=O)(=O)C1 (configuration not stated) | 1 | -4 | 12 | -0.1 | 0 | -8 | 2 | 21 | -2.1 | -4
Cn1c(=O)c2c(SCc3c(F)cccc3Cl)nc(CC(C)(C)C)nc2n(C)c1=O | -6 | 3 | 5 | -0.1 | 1 | -3 | 2 | -19 | -0.9 | -3
CCc1ccc(C(O)(c2ccccc2OC)C(CN2CCOCC2)c2ccccc2)cc1 (configuration not stated) | -1 | 5 | -7 | 0.7 | / | 6 | 2 | -8 | 1.3 | 2
N#CC1(NC(=O)COC(=O)c2cccc(-n3cnnn3)c2)CCCCC1 | -7 | 4 | 12 | -0.8 | -2 | -1 | -2 | -17 | -1.9 | -6
CCCC1(CCC)NC(=O)N(CC(=O)Nc2ccc(Cl)c(S(=O)(=O)N3CCOCC3)c2)C1=O | 0 | -1 | 7 | -0.6 | / | 0 | -2 | -1 | -1.3 | -4
CC(/C=C\c1ccccc1)=C/C(=O)O | -3 | 4 | 6 | -0.3 | 1 | 7 | 0 | 9 | -1.1 | 2
CCCC(=O)N/C(N)=N/c1nc2ccccc2o1 | -9 | -4 | -17 | -0.3 | -3 | 3 | 0 | -7 | 3.4 | 5
